CaV13 ICDI inh – Primary screen for inhibitors of IQ motif and Ca2+-dependent inactivation inhibitor domain binding in CACNA1D, Förster resonance energy transfer in living cells, … | AID 743397 | inhibition, % at 12.3 µM | HEK cells, CFP/YFP FRET ICDI-IQ, plate reader, 10 min; percent FRET-ratio fall versus neutral wells | hit rate 0.098% among 340,000;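 active means mean replicate inhibition of at least 30% and at least 1% of replicates passing that level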;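 further: 0% = median of the neutral control wells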
MC4R antag cAMP – human MC4R antagonism in cAMP assay. P32245. MC4R-expressing cells, MTII-stimulated cAMP, LANCE TR-FRET. inhibition, % at 6.5 µM. hit rate 0.48% among 360,000. AID 540295;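 active means inhibition above its plate's cutoff, the mean of tested wells on that plate plus 3 SD, cut at about 29% in these data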;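 further: 0% = Melanotan II alone and 100% = Melanotan II plus saturating MCL0020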
Target sequence (P32245 whole entry, looked up): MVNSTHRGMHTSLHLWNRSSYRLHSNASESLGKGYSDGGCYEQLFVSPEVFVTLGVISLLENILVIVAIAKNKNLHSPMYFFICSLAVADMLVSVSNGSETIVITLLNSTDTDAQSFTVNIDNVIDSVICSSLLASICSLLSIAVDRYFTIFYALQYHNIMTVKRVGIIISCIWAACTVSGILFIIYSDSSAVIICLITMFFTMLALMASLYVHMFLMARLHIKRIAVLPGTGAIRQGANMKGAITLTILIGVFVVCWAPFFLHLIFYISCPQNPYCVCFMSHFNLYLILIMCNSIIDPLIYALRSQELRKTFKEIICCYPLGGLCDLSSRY
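Material: human MC4R-expressing U2OS cells. Probe or stimulus: Melanotan II challenge. Dosing: 6.5 µM single dose. Times: 30-min compound, 1-h challenge, 1-h detection, room temperature. Technique: TR-FRET with Eu-cAMP and labeled anti-cAMP, 671 nm. Replication: singlicate.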
Vif imaging – blocks HIV Vif function | HEK293T cells, Vif self-association by quenched fluorescence, imaging, 24 h | inhibition, % at 7.49 µM | hit rate 0.35% among 340,000 | AID 602346; in the data active means inhibition above about 50%, passing the limit was not always enough; further: some results filed as inactive read as strong as hits
aDG glyco up – alpha-DG glycosylation activation. Pro5-aDG cells, alpha-DG glycosylation AlphaScreen (IIH6); 0% Pro5, 100% B10-LARGE cell signal. activation, % at 10 µM. hit rate 0.22% among 360,000. AID 624168;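 active means activation of at least 8% versus controls, or a plate z-score of at least 8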;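 further: Pro5 are CHO cells carrying HIG-tagged alpha-DG that lacks glycosylation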
ABCB6 inh 2 – blocks the human ABCB6 transporter | K562-ABCB6 porphyrin accumulation, flow cytometry, 1 h; hits give low values | fluorescence ratio to DMSO, % at 10 µM | hit rate 0.19% among 360,000 | AID 602162;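 active means fluorescence ratio to DMSO below 75%, the collection mean minus 3 SD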;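 further: signal is porphyrin accumulated inside mitochondria; 100% equals median channel fluorescence of DMSO control wells; lower ratio means ABCB6 inhibition with less porphyrin fluorescence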
PDI inh – inhibitors of human protein disulfide isomerase. P07237. PDI insulin aggregation turbidity, A650, 90 min. inhibition, % at 10 µM. hit rate 0.052% among 350,000;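 active means mean inhibition across replicates of 30% or more, whatever share of single replicates reach that level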;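 further: absorbance from insulin aggregation driven by PDI reduction with DTT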
Target sequence (P07237 whole entry, looked up): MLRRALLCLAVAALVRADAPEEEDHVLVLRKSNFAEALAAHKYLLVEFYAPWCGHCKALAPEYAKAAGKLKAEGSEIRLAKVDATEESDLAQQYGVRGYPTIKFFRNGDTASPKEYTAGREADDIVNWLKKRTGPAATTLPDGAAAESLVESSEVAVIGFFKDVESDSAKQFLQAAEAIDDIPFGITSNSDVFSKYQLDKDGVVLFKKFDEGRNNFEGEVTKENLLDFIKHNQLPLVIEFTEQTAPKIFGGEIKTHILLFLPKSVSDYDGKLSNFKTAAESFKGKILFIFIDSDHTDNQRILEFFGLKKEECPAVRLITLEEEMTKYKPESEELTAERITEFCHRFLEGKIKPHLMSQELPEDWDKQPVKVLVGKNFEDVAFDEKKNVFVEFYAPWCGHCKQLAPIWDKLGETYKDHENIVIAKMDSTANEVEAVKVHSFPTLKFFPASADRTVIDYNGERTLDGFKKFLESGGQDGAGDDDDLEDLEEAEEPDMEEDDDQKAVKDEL
MC4R ag barr – activates human MC4R beta-arrestin recruitment; P32245; U2OS MC4R beta-arrestin complementation, luminescence; percent of melanotan II response, DMSO zero; activation, % at 8.9 µM; hit rate 0.98% among 360,000;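 active means activation above a per-plate cutoff, the mean activation of sample wells on that plate plus 3 SD, cut at about 8% in these data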
H9c2 protect – myocardial damage modulation in H9c2 cells. AID 588492. H9c2 cardiomyocytes, H2O2 injury protection, ATPLite, 2 h. hit rate 0.63% among 360,000. protection from H2O2 cell death, % at 20 µM;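 active means compounds giving at least 50% protection of heart cells from peroxide-induced death in the single-dose screen, raw or plate-pattern-corrected value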;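 further: 0% = DMSO wells with peroxide and 100% = DMSO wells without peroxide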
Glyco luc inh – N-linked glycosylation inhibition. D54 ERlucT glycosylation luciferase reporter, 24 h; percent of 100 nM tunicamycin response. reporter increase, % at 12.5 µM. hit rate 0.23% among 360,000;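 active means mean luciferase reporter signal, scaled so untreated is 0 and the glycosylation-blocking control 100, at or above a set limit in every replicate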;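 further: luciferase carries N-glycosylation sites so blocking glycosylation raises the light; 0% = median of neutral control wells and 100% = median of 100 nM tunicamycin wells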
HTR2A ag – agonists of mouse serotonin 5-HT2A receptor (HTR2A); P35363; CHO-K1 mHTR2A beta-arrestin complementation, luminescence; percent of 30 µM serotonin response; activation, % at 7.6 µM; hit rate 0.66% among 360,000;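 active means activation above a run cutoff, the mean activation of all tested compounds plus 3 SD, cut at about 14% in these data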;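 further: 0% = plate median of compound wells and 100% = 30 µM serotonin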
An asterisk follows results filed as active; x = not tested or not shown.

SMILES	CaV13 ICDI inh	MC4R antag cAMP	Vif imaging	aDG glyco up	ABCB6 inh 2	PDI inh	MC4R ag barr	H9c2 protect	Glyco luc inh	HTR2A ag
CC(C)Nc1nc(NC(C)C)nc(N(C)N)n1	x	-5	-2	0.9	94	-3	-1.1	9	0	-3
CCOC(=O)N1CCN(CC(=O)Nc2nnc(C(F)(F)F)s2)CC1	-4	3	7	-0.2	124	2	-0.6	9	3	5
COc1ccccc1NCCC(=O)OCC(=O)NCc1ccco1	x	5	x	0.7	99	-8	-1.4	3	-1	-2
COc1ccccc1N=CC1=C(O)CC(c2ccccc2)CC1=O (stereo unspecified)	-7	-17	-1	0.8	104	0	0.9	12	28*	4
CC(=O)NCCSc1ccc(S(=O)(=O)N2CCCC2)cn1	-4	-1	-4	-0.1	98	-4	-1.5	2	2	-3
CCCN(CCC)C(=O)Cn1c(=O)n(CCCCCC(=O)Nc2ccccc2)c(=O)c2sccc21	-16	4	-8	0.3	96	5	-5.4	0	-2	-2
O=C(NCc1ccccc1)c1cc2nc(C3CC3)cc(C(F)(F)F)n2n1	-3	-3	2	0.0	94	9	4.8	0	-1	-3
COc1ccc(-c2cnc3c(-c4ccc(F)cc4)cnn3c2N)cc1	-13	13	2	-0.1	99	-3	7.6	-7	-4	-1
CCOc1ncccc1C(=O)OCC(=O)c1ccccc1	-1	4	-2	-0.3	97	0	-1.7	2	1	0
O=C(O)c1ccccc1NS(=O)(=O)c1ccc(N/N=C/c2cccc(O)c2O)c([N+](=O)[O-])c1	-6	-3	-1	-0.1	96	0	-5.6	3	-1	2
Cc1ccc(/C=N/NC(=O)C(C)NC(=O)c2ccccc2)cc1 (stereo unspecified)	-1	-1	-2	0.0	95	-7	-1.4	6	0	1
CSc1ccccc1NC(=O)C(C)N1C(=O)c2ccccc2S1(=O)=O (stereo unspecified)	-6	16	-1	0.4	102	-2	-1.8	6	4	2
C[C@H](CO)N1C[C@H](C)[C@@H](CN(C)S(=O)(=O)c2ccccc2)Oc2ccc(NC(=O)CCN3CCOCC3)cc2C1=O	-10	4	23	0.4	103	6	-1.7	10	2	6
O=C1c2ccccc2C(=O)N1CC(O)COc1ccc(Br)cc1 (stereo unspecified)	-4	2	7	-0.1	93	-5	-0.6	9	1	-6
Cc1cccc(NC(=O)CNC(=O)COC(=O)CCS(=O)(=O)c2ccccc2)c1C	-2	2	x	0.0	100	-7	-1.5	3	2	-2
Cc1cc(NC(=O)Cn2ccc([N+](=O)[O-])n2)no1	-15	4	3	-0.1	95	-3	-1.1	1	-1	0
COc1ccccc1C1=Nc2cccc3cccc(c23)N1	-7	-8	-9	-0.7	95	-1	-1.2	-8	8	5
COc1ccccc1/C=C/C=N/n1c(-c2n[nH]c3c2CCC3)n[nH]c1=S	-20	15	7	0.1	100	-4	-3.2	-5	5	4
CCOC(=O)c1ccc(NC(=O)N(CC)CC)cc1	-5	5	13	-0.1	95	1	-1.4	-2	-2	-5
COc1cc2c(cc1OC)[C@@H](NC(=O)C(C)C)[C@H](O)C2	-5	8	10	0.6	106	-1	0.6	2	1	1
COc1ccc(Cl)cc1C(=O)NNC(=O)CN1C(=O)C2CC=CCC2C1=O (stereo unspecified)	16	14	-5	-0.1	98	1	-3.2	3	-1	-4
Cc1ccc(Nc2nc(N)nc(CN3CCN(Cc4ccc5c(c4)OCO5)CC3)n2)c(C)c1	-4	5	-6	0.0	87	-6	-0.5	2	1	-5
COc1ccccc1CC(NC(C)=O)C(=O)NC1CCN(c2nnnn2-c2ccccc2)CC1 (stereo unspecified)	x	5	-6	0.1	96	0	1.1	6	-1	1
O=S(=O)(Nc1cccc(-n2cnnn2)c1)c1cccc(Cl)c1	-4	0	-5	0.1	99	3	-1.4	2	-2	9
O=C(NCC1CCCO1)c1cc2c([nH]c3ccccc32)c(-c2ccc(F)cc2)n1 (stereo unspecified)	x	11	-2	0.0	87	x	-0.6	30	-1	6
SMILES	CaV13 ICDI inh	MC4R antag cAMP	Vif imaging	aDG glyco up	ABCB6 inh 2	PDI inh	MC4R ag barr	H9c2 protect	Glyco luc inh	HTR2A ag
CC1=C/C(=C\c2ccc3c(c2)OCO3)C(=O)S1	-5	-4	5	3.1	92	-2	-1.8	-1	0	2
O=C(Nc1ccc([N+](=O)[O-])cc1)Nc1ccc2[nH]c(=O)[nH]c2c1	-3	-8	-5	-0.6	93	-14	-2.7	-2	-1	-8
COc1ccccc1C(=O)NCc1ccccc1	-5	7	x	0.1	97	1	-0.2	4	x	-2
CCOc1cccc(-c2c(C(=O)N/N=C/c3ccsc3)nnn2-c2nonc2N)c1	-7	7	-6	0.1	105	1	-2.3	5	1	2
Cc1ccc(CNC(=O)C(Cc2ccccc2)NS(=O)(=O)c2ccc3c(c2)CCC(=O)N3)cc1 (stereo unspecified)	11	7	-10	-0.1	98	1	-0.5	-2	-1	-3
COc1ccc(NC(=O)CNc2cc(S(=O)(=O)N3CCOCC3)ccc2NCC2CCCO2)cc1 (stereo unspecified)	-2	23	7	-0.3	121	1	0.1	0	1	-2
O=C1Oc2ccccc2C(=O)/C1=C\N1CCN(c2ccccc2)CC1	-7	-1	9	-0.1	101	-4	-0.1	3	2	11
O=C(NC1CCCC1)C(c1ccccc1)N(C(=O)c1ccno1)c1ccccc1 (stereo unspecified)	x	6	19	-0.1	112	7	-1.7	-2	1	3
CSC1=NCCN1C(=O)c1c(-c2c(F)cccc2Cl)noc1C	6	6	0	-0.2	92	13	0.1	2	1	-3
COc1ccc(C)cc1S(=O)(=O)N(CC(=O)N1CCOCC1)c1cc(C)cc(C)c1	-6	3	0	0.1	99	-1	-2.0	9	1	9
Cc1cc(Cl)c(OCCN2C(=O)NC(C)(C)C2=O)c(Br)c1	x	11	0	0.0	99	-1	-1.2	-2	1	-2
Cc1ccc(Cc2c(-c3ccco3)nc3ccc(Cl)cn23)cc1	x	x	x	0.4	102	x	x	-4	0	-7
Cc1ccc(-n2c(SCC(=O)N3CCN(c4ccccn4)CC3)nnc2N2CCCC2)cc1	-5	7	-7	0.0	94	1	-1.6	0	1	5
CC1(C)Cc2c(c(=S)nc(-c3ccccc3)n2Cc2cccnc2)CO1	-11	14	1	-0.1	101	2	2.1	1	0	-4
S=C(NCc1ccccc1)NCc1cccc(CNC(=S)NCc2ccccc2)c1	-3	1	0	0.0	99	-1	0.2	-8	-4	-5
CC(C)Cn1cnc2c1c(=O)n(CC(=O)NC(=O)NC(C)(C)C)c(=O)n2Cc1ccccc1	-3	3	-4	0.1	99	-1	-1.8	-4	0	5
O=C(Nc1cccc(C(F)(F)F)c1)NC1CCN(S(=O)(=O)c2ccc(F)cc2)CC1	-1	6	-38	2.1	94	-1	3.0	-19	-8	-8
COc1ccc(CNC(=O)c2ccccc2NC(=O)C2=CSCCO2)c(OC)c1	-5	2	-5	-0.2	105	-3	-0.3	7	1	-1
COC(=O)C1=C(C(=O)OC)[C@@H]2N(C)c3ccc(OC)cc3[C@@]23C[C@@H](C(=O)OC)N(S(=O)(=O)c2ccc(OC)cc2)C3=N1	-8	3	11	-0.2	94	2	-1.6	12	2	1
O=C(Oc1cc2oc(=O)c3c(c2cc1Cl)CCCC3)c1cccs1	12	14	1	0.1	98	0	1.8	-13	1	4
COCCCN1C(=O)C(=O)/C(=C(/O)c2ccc(OCC(C)C)cc2C)C1c1cccnc1 (stereo unspecified)	-8	9	-2	0.2	103	1	-1.5	1	-2	1
CCCOc1ccc(C(=O)OCC(=O)NCCc2ccc(OCC)c(OCC)c2)cc1OC	x	10	-8	-0.1	97	0	0.5	7	-1	5
Cc1ccc(S(N)(=O)=O)cc1NC(=O)C(c1ccccc1)c1ccccc1	-6	20	-3	0.2	97	1	2.6	-5	1	1
CCCCNC(=O)c1[nH]c(C)c(C(C)=O)c1C	-7	5	-3	-0.1	97	-5	-1.2	-2	2	1
COc1ccc(/C=C2/SC(=S)N(Cc3ccccc3)C2=O)cc1O	-20	7	3	0.0	124	-7	12*	-13	-4	-1
SMILES	CaV13 ICDI inh	MC4R antag cAMP	Vif imaging	aDG glyco up	ABCB6 inh 2	PDI inh	MC4R ag barr	H9c2 protect	Glyco luc inh	HTR2A ag
CCCNC(=O)CN(c1ccccc1)S(=O)(=O)c1ccc(OC)c(OC)c1	x	5	11	-0.5	109	1	2.5	8	1	4
CCOc1ccccc1C(=O)Nn1c(C2CCC2)nc2ccccc2c1=O	-8	-1	0	-0.1	94	-2	1.1	22	2	-3
CN1c2ccccc2C(C)(C)C12CC(c1ccc(S(=O)(=O)N3CCCCC3)cc1)=NO2 (stereo unspecified)	-3	-2	-1	0.4	99	-14	-1.1	-1	-14	7
O=C1C2C3C=CC(C4CC34)C2C(=O)N1/N=C/c1ccc(-c2ccccc2[N+](=O)[O-])o1 (stereo unspecified)	-6	-2	1	-0.3	97	-1	1.1	14	5	-6
COc1ccccc1N1CCN(C(=O)CCNC(=O)Cn2ccc3ccccc3c2=O)CC1	-7	1	2	0.0	96	-6	-0.8	2	1	3
COc1ccc(CN(C)C(=O)CCC(=O)N2CCN(S(=O)(=O)c3ccc(Cl)cc3)CC2)c(OC)c1	-18	7	-13	0.9	92	-4	-2.1	-6	-2	0
CCOc1ccc(N(CC(=O)NCCC2=CCCCC2)S(=O)(=O)c2ccccc2)cc1	-8	7	5	0.1	101	-2	-1.3	-6	-5	0
CC#CC(=O)N1CCC(CCc2ccccc2)(C(=O)OCC)CC1	-7	-1	11	-0.5	96	-4	-2.4	-6	-8	3
CC1CCN(C(=O)Nc2cccc(NC(=O)N3CCC(C)CC3)c2)CC1	x	11	12	-0.1	94	-4	-1.0	-15	2	-3
CC1=C(C#N)C(c2cccnc2)C2=C(CC(C)(C)CC2=O)N1 (stereo unspecified)	x	6	18	-0.2	98	-1	-1.1	-7	1	1
CCOC(=O)c1cc(C(=O)OCC)c(=O)[nH]c1N1CCCC1	-4	2	1	0.3	104	3	-1.4	-1	2	1
O=C(COc1ccccc1)NCC(c1cccs1)N1CCOCC1 (stereo unspecified)	-9	15	17	1.6	96	5	-1.2	5	-1	-1
CC(C)CCn1cnc2c(cnn2-c2ccc(F)cc2)c1=O	-5	-1	-1	1.3	111	-4	2.1	-4	0	-2
O=C(O)c1nccnc1C(=O)Nc1ccccc1-c1ccccc1	-19	10	2	-0.2	95	-2	0.0	1	1	5
CCc1ccc(NC(=O)Cn2nnc(C(=O)NCc3ccc(OC)cc3)c2N)cc1	-6	0	0	-0.2	100	3	-1.1	7	0	2
CCCC(C(=O)O)N1C(=O)/C(=C/c2cccn2C)SC1=S (stereo unspecified)	-7	2	0	-0.4	100	-10	-2.1	-1	2	-3
